Source: PubChem BioAssay
OX1R antag-1 = blocks the human orexin 1 receptor; actives 0.43% (n = 330,000); AID 434989; CHO/OX1R cells, Fluo-8 calcium fluorescence, orexin A; O43613; inhibition, % at 5 µM;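 active = inhibition above its plate's threshold, mean inhibition of all tested compounds on the plate plus 3 SD, cut at about 37% in these data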;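 also: 0% = orexin A challenge wells and 100% = SB-334867-A antagonist wells; not every result past the cut was called active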
Target sequence (O43613 whole entry, looked up): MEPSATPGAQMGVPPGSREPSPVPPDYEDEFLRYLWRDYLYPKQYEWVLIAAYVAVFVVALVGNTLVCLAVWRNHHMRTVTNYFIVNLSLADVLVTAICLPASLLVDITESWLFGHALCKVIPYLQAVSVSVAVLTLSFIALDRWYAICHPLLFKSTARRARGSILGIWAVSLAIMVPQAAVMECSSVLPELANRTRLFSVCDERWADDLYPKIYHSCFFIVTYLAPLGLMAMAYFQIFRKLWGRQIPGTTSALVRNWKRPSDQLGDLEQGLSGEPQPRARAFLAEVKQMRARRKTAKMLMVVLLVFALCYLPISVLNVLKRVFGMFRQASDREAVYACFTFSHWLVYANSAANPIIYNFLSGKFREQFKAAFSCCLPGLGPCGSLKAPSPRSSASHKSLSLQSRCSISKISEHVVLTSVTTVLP
OX1R antag-2 = blocks the human orexin 1 receptor | O43613 | OX1R-expressing cells, FRET antagonist read-out | inhibition, % at 6.6 µM | actives 1.8% (n = 330,000) | AID 485270; in the data active = inhibition mostly above about 38%, no sharp cut-off; inactive = mostly below about 40%;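 also: 0% = agonist challenge alone and 100% = reference antagonist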
CHT allo act = human CHT allosteric activation | Q9GZV3 | CHT-expressing cells, membrane potential dye, choline EC20; hits give high values; LV-AA mutant CHT in HEK293 cells | B-score at 10 µM | actives 0.49% (n = 310,000);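 active = initial fluorescence not abnormally high and integrated response B-score, plate-corrected, over 3 SD above library mean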
Target sequence (Q9GZV3 whole entry, looked up): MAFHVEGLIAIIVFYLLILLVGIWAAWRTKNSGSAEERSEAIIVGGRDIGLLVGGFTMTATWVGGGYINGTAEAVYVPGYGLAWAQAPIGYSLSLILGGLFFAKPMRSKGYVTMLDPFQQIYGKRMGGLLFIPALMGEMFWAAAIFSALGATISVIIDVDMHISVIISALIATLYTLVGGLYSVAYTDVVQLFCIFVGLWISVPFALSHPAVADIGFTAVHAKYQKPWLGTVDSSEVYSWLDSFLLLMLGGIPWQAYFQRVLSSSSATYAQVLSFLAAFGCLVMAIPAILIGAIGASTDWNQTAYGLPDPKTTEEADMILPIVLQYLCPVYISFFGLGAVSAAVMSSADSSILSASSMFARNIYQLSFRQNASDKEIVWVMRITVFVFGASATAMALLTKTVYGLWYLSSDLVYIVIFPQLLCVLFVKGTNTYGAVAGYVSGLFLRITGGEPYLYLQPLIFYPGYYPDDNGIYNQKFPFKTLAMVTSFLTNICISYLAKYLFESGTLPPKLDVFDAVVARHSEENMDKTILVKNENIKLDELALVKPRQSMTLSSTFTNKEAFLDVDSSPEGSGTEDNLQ
* hit, by the source's call; i = inactive; x = no result given; & = joins results of further samples. This is a subset; the hit share may differ from the screen's.

SMILES	OX1R antag-1	OX1R antag-2	CHT allo act
COc1ccc(-[n+]2c(-c3ccccc3)cc(-c3ccccc3)cc2-c2ccccc2)cc1	1	25	i
COc1cc2c(cc1OC)-c1c(OC)c(OC)c(OC)c3ccnc(c13)C2=O	-6	68*	i
Cc1ccc(C(=O)NC2CC3CCC(C2)N3)cc1 (stereo unspecified)	-23	0	i
COc1ccc2c(c1)c(CCN)c(C)n2Cc1ccccc1	-13	2	i
CCCCCn1c(N)c(C(=O)NCc2cccs2)c2nc3ccccc3nc21	-35	20	i
N#CC1=C(N)Oc2cc(O)ccc2C1c1ccc2c(c1)OCO2 (stereo unspecified)	12	8	i
CSC1=NP(=S)(SC)N2CCCC2=C1C#N (stereo unspecified)	-5	12	i
COc1ccc2c(c1OC)CN1CCc3cc4c(cc3C1C2)OCO4 (stereo unspecified)	-16	-3	i
COC(=O)C1=C(c2ccc(S(C)(=O)=O)cc2)C[C@@H]2CC[C@H]1N2C(=O)NCc1ccc(C(F)(F)F)cc1	-31	29	i
O=C(c1csc2c1CCCCC2)N1CCC2(CC1)OCCO2	4	2	i
O=C(c1cccs1)c1cn(Cc2ccccc2Cl)c2ccccc12	-29	27	i
Cc1cc(/C=C2\C(=O)NC(=O)N(Cc3ccccc3)C2=O)c(C)n1-c1ccc(Cl)c(C(=O)O)c1	0	29	i
O=C(CCCn1c(=O)[nH]c2cc(Cl)ccc2c1=O)N1CCC2(CC1)OCCO2	-11	9	i
COC(=O)C1=C(c2cc3ccccc3o2)C[C@@H]2CC[C@H]1N2C(=O)N1CCCCC1	-36	9	i
CCCNC(=O)Cn1cnc2sc(C(=O)N3CCC4(CC3)OCCO4)c(C)c2c1=O	-18	4	i
Nc1ccccc1C(=O)OCc1ccc([N+](=O)[O-])cc1	-16	20	i
CC12CN3CCN(C1)CC(C)(C3)C2=NO	1	28	i
CN1CSC(=S)N(C)C1	-7	17	i
CC(C)(C)P(=O)(N1CCOCC1)N1CCOCC1	-3	0	i
C/C(O)=C(\C#N)C(=O)Nc1cc(Br)ccc1Br	-2	19	i
Cc1ccc(S(=O)(=O)NC(Cc2cnc[nH]2)C(=O)O)cc1 (stereo unspecified)	-9	4	i
CCCCn1c(=O)c(C(=O)Nc2nnc(C(C)C)s2)c(O)c2ccccc21	-19	16	i
Cc1ccc(-c2cc(-c3ccccc3)cc(-c3ccccc3)[n+]2-c2ccccc2)cc1	71*	19	i
CCN(CC)c1ccc(N=Cc2c(O)[nH]c(=O)[nH]c2=O)cc1	-17	25	i
CN1CCN(c2ncnc3nc[nH]c23)CC1	-5	3	i

Compound profiles, as listed above:
Cc1ccc(-c2cc(-c3ccccc3)cc(-c3ccccc3)[n+]2-c2ccccc2)cc1 reads OX1R antag-1 = 71*; OX1R antag-2 = 19; CHT allo act = i
CSC1=NP(=S)(SC)N2CCCC2=C1C#N (stereo unspecified) reads OX1R antag-1 = -5; OX1R antag-2 = 12; CHT allo act = i

Additional structures follow:
SMILES	OX1R antag-1	OX1R antag-2	CHT allo act
C=CCn1c(O)c(C(CC)=NCCN2CCN(C(=S)NC)CC2)c(=O)[nH]c1=O	-11	16	i
COc1ccccc1N1CCN(Cc2cnc(-c3ccccc3)[nH]2)CC1	-13	14	i
CCCCC/C(=N\O)c1c[nH]c2ccccc12	10	8	i
CCCNC(=O)c1c(N)n(Cc2ccco2)c2nc3ccccc3nc12	-8	11	i
C[C@]12CCC3C(CC[C@H]4C[C@@H](O)CC[C@]34C)C1CC[C@@]2(O)C(F)(F)F (stereo partly specified)	2	10	x
CCOc1ccc2nc(N=Nc3c(O)[nH]c(=S)[nH]c3=O)sc2c1	-18	17	i
Cc1cc(/C=C2/C(=O)NC(=O)N(c3ccccc3)C2=O)c(C)n1-c1ccc(F)cc1	-21	13	i
C[C@]12CCC3C(C[C@@H](O)[C@H]4C[C@@H](O)CC[C@]34C)C1CC[C@@H]2O (stereo partly specified)	6	15	x
FC(F)=C(F)CCSc1ncn[nH]1	-2	1	i
Cc1c(C(=O)c2ccccc2)c2ccccc2n1C	-42	0	i
Cc1cc(Cl)nc(N)n1	-3	18	i
CC12CN3C(O)C(C)(C1)CC(C)(C2)C3O (stereo unspecified)	0	4	i
O=[N+]([O-])c1ccc(N2CCCCCC2)c2ncccc12	-9	24	i
Cc1nc2cc(C(=O)N3CCC4(CC3)OCCO4)ccc2n1-c1ccc(Br)cc1	-18	13	i
CCc1nn(CC(=O)N2CCC3(CC2)OCCO3)c(=O)c2cc3ccccc3n12	-12	13	i
CN(C)C1(CNC(=O)c2ccc(Cl)c(S(=O)(=O)NCc3ccco3)c2)CCCCC1	-12	2	i
CCN(CC)c1ccc(/C=C2\C(=O)NC(=O)N(CC3CCCO3)C2=O)cc1 (stereo unspecified)	3	1	i
O=C(C1CC(c2ccc(F)cc2)=NO1)N1CCC2(CC1)OCCO2 (stereo unspecified)	-14	16	i
Fc1cccc(F)c1CN1CCN(Cc2c(F)cccc2F)CC1	-10	8	i
COc1ccccc1N1CCN(Cc2c(F)cccc2Cl)CC1	-5	2	i
C[C@H]1C/C=C/[C@H]2[C@H](O)[C@H](C)[C@@](C)(O)[C@H]3[C@H](Cc4ccccc4)NC(=O)[C@]32[C@H](O)/C=C/[C@](C)(O)C1	7	8	i
O=C(Nc1ccccc1OC(=O)N1CCCCC1)N1CCCCC1	-3	9	i
O=C(CN1C(=O)CCSc2ccccc21)N1CCC2(CC1)OCCO2	-11	5	i
O=C1NC(=O)N(Cc2ccc(F)cc2)C(=O)/C1=C\c1ccc([N+](=O)[O-])s1	-6	23	i
Cc1ccc(CN2C3CCCC2CC(NC(=S)NCc2ccccc2)C3)cc1 (stereo unspecified)	-21	18	i
Continuation.
SMILES	OX1R antag-1	OX1R antag-2	CHT allo act
C=CCN1CC[C@@]2(C)c3cc(O)ccc3CC1[C@@H]2C	-7	8	i
CC1CCCN(CC(=O)N2CCCc3ccccc32)C1 (stereo unspecified)	1	-5	i
CCC(=O)N1N=C2C3CCN(CC3)C2C1c1ccccc1 (stereo unspecified)	-11	9	i
COC(=O)C1=C(c2cccc3c2S(=O)(=O)c2ccccc2-3)C[C@@H]2CC[C@H]1N2C(=O)N1CCOCC1	-12	6	x
Cc1ccc(C2CN(C)CC2C(=O)c2ccc(F)cc2)cc1 (stereo unspecified)	-25	-10	i
C=CCn1c(O)c(C=NCCCOc2ccc(CC)cc2)c(=O)[nH]c1=S	-23	23	i
O=C(c1cccc([N+](=O)[O-])c1)C12CN3CN(CN(C3)C1)C2	1	30	i
CN1C(=O)/C(=C\c2ccc(N3CCCCCC3)cc2)C(=O)NC1=S	-7	19	i
COc1ccccc1N=Nc1c(O)[nH]c(=S)[nH]c1=O	0	56*	i
C[C@]12CCC3C(CC[C@H]4C[C@H](O)CC[C@]34C)C1[C@@H](O)[C@@H](O)[C@@H]2O (stereo partly specified)	0	0	x
O=C1CCN(C(=O)CNC(=O)Cc2ccccc2)CC1	6	11	i
CCN(CC)c1ccc(CN(C)CCc2ccc(OC)c(OC)c2)cc1	-31	8	i
CCOP(=O)(/C=C(\Cl)c1ccccc1)C(O)c1ccc(F)cc1 (stereo unspecified)	-10	0	i
Oc1ccc(/C=N/NP(=S)(c2ccccc2)c2ccccc2)c(O)c1O	-25	5	i
CCCCCn1c(=O)c(C(=O)NCc2ccccc2)c(O)c2ccccc21	-32	8	i
Cc1ccc(N2C(=O)NC(=O)/C(=C\c3cc(C)n(-c4ccc(C(=O)O)cc4)c3C)C2=O)cc1	-12	-2	i
NC1=Nc2ccccc2Oc2ccccc21	-44	15	i
COc1ccc(-c2cc(=NCC(=O)O)c3ccccc3o2)cc1	-19	64*	i
CCCCCCC(Cl)(Cn1ccnc1)c1ccccc1 (stereo unspecified)	-14	20	i
CN1C2CCC1CC(=NO)C2	8	9	i
CCCCC(=O)N/N=C/c1c(O)n(C2CC2)c(=S)[nH]c1=O	-8	15	i
CC(C)N1CCN(Cc2cc3c(cc2Cl)OCO3)CC1CCO (stereo unspecified)	-33	-1	i
CCOP(=S)(OCC)SCC(=O)NC(C)(CC)C(=O)O (stereo unspecified)	-7	27	i
O=C1NC(=O)N(Cc2cccs2)C(=O)/C1=C/c1ccc(N2CCOCC2)cc1	-10	8	i
CSc1ccc(C(=O)C2CCCN(Cc3cccnc3)C2)cc1 (stereo unspecified)	-30	16	i
(continued)
SMILES	OX1R antag-1	OX1R antag-2	CHT allo act
CN(CC1COc2ccccc2O1)c1nc(-c2cccnc2)nc2ccccc12 (stereo unspecified)	-28	74*	i
Cc1cc(C)c2c(c1)-c1cc(C)nn1C(c1cccnc1)N2 (stereo unspecified)	-9	5	i
CCCCn1c(O)c(C(C)=NCCCN(C)C)c(=O)[nH]c1=O	1	6	i
O=C(Cn1c(NCCCl)nc2ccccc21)c1ccc(Br)cc1	-17	0	i
Brc1ccc(C2N3CCCN23)cc1 (stereo unspecified)	-4	19	i
O=c1c2ccccc2nc(-c2ccco2)n1-c1ccccc1	-17	39	i
N=C1c2ccccc2CN1CC(=O)c1ccccc1	-14	6	i
C=COCCn1c(C)c(C(=O)OCC)c2cc(O)ccc21	-1	4	i
CCOC(=O)c1c(-n2c(C)cc(/C=C3/C(=O)NC(=O)N(CC)C3=O)c2C)sc2c1CCCC2	-21	32	i
C[N+]1(C)CCc2cc3c(cc2[C@H]1[C@@H]1OC(=O)c2c1ccc1c2OCO1)OCO3	9&-6	10&18	i
CCC(CC)N1CCN(Cc2nc3ccccc3c(=O)n2-c2ccc(F)cc2)CC1	-15	12	i
COC(=O)C1=C(c2ccc3ccccc3c2)C[C@@H]2CC[C@H]1N2C(=O)NC1Cc2ccccc2C1	-35	4	x
C#C[C@@]1(O)CCC2C3CCC4=C/C(=N/OCC(=O)NC(C(=O)O)C(C)O)CC[C@]4(C)C3CC[C@@]21C (stereo partly specified)	5	9	i
COc1cc(C(C)=O)ccc1OC(=O)N(C)c1ccccc1	-8	-2	i
O=S(=O)(F)c1ccc2nc(-c3cccc(Sc4ccccc4)c3)cc(Cl)c2c1	8	0	i
CCOP(=O)(Cc1cc(C#N)oc1C)OCC	-4	8	i
CCOC(=O)c1ccc(N=C(CC)c2c(O)n(C)c(=O)n(C)c2=O)cc1	-5	0	i
CN(C)C1C(=O)C(C(N)=O)=C(O)C2(O)C(=O)C3=C(O)c4c(O)cccc4C(C)(O)C3CC12 (stereo unspecified)	-4	16	i
CC(NC(=O)Oc1ccccc1)C(c1cccs1)N1CCOCC1 (stereo unspecified)	-9	18	i
CC[n+]1c(SC)ccc2cc(OC)ccc21	-8	46	i
COc1ccccc1CCNC1C2CC3CC(C2)CC1C3 (stereo unspecified)	-33	11	i
CCCOC(=O)c1ccccc1C(=O)OCCC	-28	3	x
COc1ccc(OCC#CCN2CCNCC2)cc1	5	21	i
COc1ccc(CCn2c(O)c(/C=N/NC(=O)c3ccncc3)c(=O)[nH]c2=O)cc1OC	-14	8	i
CCOC(=O)c1[nH]ncc1CN1CCCC(C(=O)c2cccc(Cl)c2)C1 (stereo unspecified)	-32	13	i

Structures shown so far that have a nitro group on carbon, in the order listed:
SMILES	OX1R antag-1	OX1R antag-2	CHT allo act
Nc1ccccc1C(=O)OCc1ccc([N+](=O)[O-])cc1	-16	20	i
O=[N+]([O-])c1ccc(N2CCCCCC2)c2ncccc12	-9	24	i
O=C1NC(=O)N(Cc2ccc(F)cc2)C(=O)/C1=C\c1ccc([N+](=O)[O-])s1	-6	23	i
O=C(c1cccc([N+](=O)[O-])c1)C12CN3CN(CN(C3)C1)C2	1	30	i

Carrying on.
SMILES	OX1R antag-1	OX1R antag-2	CHT allo act
O=C(COc1ccc2ccc(=O)oc2c1)N1CCC(C(=O)O)(c2ccccc2)CC1	-12	19	i
O=[N+]([O-])c1ccc(C2[C@H]3C(c4ccccc4)=NC4(CCCC4)N23)cc1 (stereo partly specified)	-17	30	i
C[C@]12CCC3C(CC[C@H]4C[C@@H](O)CC[C@]34C)C1C[C@@H](N)[C@@H]2O (stereo partly specified)	-2	5	x
Cc1nc2c(c(=O)[nH]1)C(c1ccccc1Cl)c1c(c3ccccc3oc1=O)O2 (stereo unspecified)	-4	1	i
CN1CCN(C(=O)COc2ccc(-c3nc4ccccc4s3)cc2)CC1	-19	9	i
CC(=O)N1N=C2C3CCN(CC3)C2C1c1ccccc1 (stereo unspecified)	-6	4	i
FC(F)(F)Oc1ccc(C2NCc3ccccc3-n3cccc32)cc1 (stereo unspecified)	-42	17	i
CN(C)C(=O)Oc1c(Cl)cc(Cl)c2ccccc12	-35	22	i
O=c1[nH]c(O)c(C=Nc2ccc(Cl)c(C(F)(F)F)c2)c(=O)[nH]1	-20	6	i
COc1ccc(OC)c(N2C(=O)NC(=O)/C(=C/c3ccc([N+](=O)[O-])s3)C2=O)c1	2	16	i
COC(=O)C1=C(c2ccc(F)cc2F)C[C@@H]2CC[C@H]1N2C(=O)NC1CCCCC1	-30	6	x
CCOP(=O)(Cc1ccccc1)OCC	6	12	i
COc1cc2[nH]c(=S)n(-c3ccccc3)c(=O)c2cc1OC	-8	6	i
CSc1ccccc1C(=O)C1CCCN(Cc2ccncc2)C1 (stereo unspecified)	-15	15	i
Cn1c(CN2CCN(C(=O)COc3ccccc3)CC2)nc2cc([N+](=O)[O-])ccc21	-19	25	i

Some entries already given, showing only OX1R antag-2 and OX1R antag-1:
canonical_smiles | OX1R antag-2 | OX1R antag-1
CN1CCN(C(=O)COc2ccc(-c3nc4ccccc4s3)cc2)CC1 | 9 | -19
CC(=O)N1N=C2C3CCN(CC3)C2C1c1ccccc1 (stereo unspecified) | 4 | -6
FC(F)(F)Oc1ccc(C2NCc3ccccc3-n3cccc32)cc1 (stereo unspecified) | 17 | -42
CN(C)C(=O)Oc1c(Cl)cc(Cl)c2ccccc12 | 22 | -35
O=c1[nH]c(O)c(C=Nc2ccc(Cl)c(C(F)(F)F)c2)c(=O)[nH]1 | 6 | -20
